N370S GC – qHTS Assay for Inhibitors and Activators of N370S glucocerebrosidase as a Potential Chaperone Treatment of Gaucher Disease. Lysosomal acid glucosylceramidase (Homo sapiens), P04062. N370S GC spleen homogenate, 4MU-glucoside fluorescence. Potency, µM (top dose mostly 59.4 µM), for inactives: top-dose activity change, negative = inhibition, hits mostly inhibitors. actives 0.092% (n = 330,000). AID 2101, 2009;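 further: 0% = full enzyme activity and -100% = no enzyme basal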
TDP1 block – qHTS Assay for Inhibitors of Tyrosyl-DNA Phosphodiesterase (TDP1); Potency, µM (doses to about 130 µM), for the others: top-dose activity change, negative = inhibition, hits mostly inhibitors; recombinant TDP1, AlphaScreen DNA substrate cleavage; actives 0.28% (n = 350,000); Tyrosyl-DNA phosphodiesterase 1 (Homo sapiens), Q9NUW8; further: nearly all actives have a fitted effect of over 40% in size
Target sequence (Q9NUW8 whole entry, looked up): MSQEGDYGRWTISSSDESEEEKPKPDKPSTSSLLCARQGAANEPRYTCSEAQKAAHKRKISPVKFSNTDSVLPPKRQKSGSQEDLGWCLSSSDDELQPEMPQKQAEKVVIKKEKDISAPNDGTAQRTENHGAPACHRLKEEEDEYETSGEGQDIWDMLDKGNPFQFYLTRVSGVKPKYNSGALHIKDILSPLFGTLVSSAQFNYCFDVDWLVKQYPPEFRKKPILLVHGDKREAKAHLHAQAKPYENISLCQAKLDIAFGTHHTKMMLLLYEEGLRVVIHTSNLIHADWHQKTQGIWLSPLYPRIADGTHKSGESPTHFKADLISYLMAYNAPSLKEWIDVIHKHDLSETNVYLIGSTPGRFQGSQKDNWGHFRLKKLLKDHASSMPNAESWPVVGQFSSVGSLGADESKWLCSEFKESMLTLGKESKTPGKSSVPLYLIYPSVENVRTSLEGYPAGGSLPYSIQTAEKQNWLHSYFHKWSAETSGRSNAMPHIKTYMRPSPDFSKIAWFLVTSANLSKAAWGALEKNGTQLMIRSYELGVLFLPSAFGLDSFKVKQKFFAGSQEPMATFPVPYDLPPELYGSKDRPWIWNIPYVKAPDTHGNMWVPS
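Enzyme-compound mixtures sat 15 min at room temperature, followed by a 5 min reaction with 15 nM final substrate and 10 min with AlphaScreen beads. Recombinant human Tdp1 was used at 1 nM final.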
FEN1 inhibitor – qHTS Assay for the Inhibitors of Human Flap endonuclease 1 (FEN1). Recombinant FEN1 flap cleavage, fluorescence, 15 min. actives 0.35% (n = 390,000). Potency, µM (series often up to 114 µM), for inactives: top-dose activity change, negative = inhibition, usual class: inhibitors. P39748; further: nearly all actives have a fitted effect of over 65% in size
Target sequence (P39748 whole entry, looked up): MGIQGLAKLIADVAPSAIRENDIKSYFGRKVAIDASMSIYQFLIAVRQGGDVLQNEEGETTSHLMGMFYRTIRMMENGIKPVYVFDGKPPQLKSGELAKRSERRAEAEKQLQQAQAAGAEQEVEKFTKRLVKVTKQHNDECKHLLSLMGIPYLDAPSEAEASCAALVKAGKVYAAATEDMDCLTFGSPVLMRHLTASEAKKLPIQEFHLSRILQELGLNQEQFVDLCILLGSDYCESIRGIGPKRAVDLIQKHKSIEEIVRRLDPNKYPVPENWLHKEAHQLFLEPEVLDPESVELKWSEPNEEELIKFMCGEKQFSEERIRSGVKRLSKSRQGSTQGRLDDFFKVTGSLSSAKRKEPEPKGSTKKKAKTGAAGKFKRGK
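FEN1 at 10 nM preincubated with compounds 15 min at room temperature, then flap DNA substrate added at 50 nM final. Signal read at 0 and 15 min; concentration-response fitted with four-parameter Hill equation.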
Starred values were filed as active, the others as inactive; ? = inconclusive; . = not tested or not shown; & = joins results of further samples; [ ] = remark or other dose. The call rests on the fitted dose curve; in most records, active means well fitted curve in the direction sought with a large enough effect; inconclusive means small, poorly fitted or top-dose-only effect, or another doubt; inactive means no such curve, though single readings can be large; an effect the other way counts as inactive or inconclusive. Unless noted, on the % scale 0 is the no-effect control and ±100 the full control effect; potency means the concentration at half of the fitted maximal effect.

Sample of the layout (two entries):
Molecule	N370S GC	TDP1 block	FEN1 inhibitor
Cc1cc(C)cc(NC(=O)CSc2nc3ccccc3nc2N2CCCC2)c1	3%	.	7%
CCOC(=O)COn1c(=O)c(C)[n+]([O-])c2ccccc21	1%	0%	1%

Main list, from the first entry:
Molecule	N370S GC	TDP1 block	FEN1 inhibitor
Cc1cc(C)cc(NC(=O)CSc2nc3ccccc3nc2N2CCCC2)c1	3%	.	7%
CCOC(=O)COn1c(=O)c(C)[n+]([O-])c2ccccc21	1%	0%	1%
CCOC(=O)c1cc2cc(F)ccc2nc1C	-18%	-3%	-2%
Cn1c(=O)n(CC(=O)Nc2ccc(F)cc2)c2ccccc21	4%	3%	-9%
CCOC(=O)C1CCCN(CCC(=O)Nc2c(C(=O)OC)[nH]c3cc(OC)ccc23)C1 (stereo not given)	-14%	7%	1%
Cc1nn2c(c1-c1ccc(Cl)cc1)N=C(c1ccco1)CC2c1ccccc1 (stereo not given)	-21%	9%	-11%
Cc1ccc(/C=[N+](/[O-])C2SC(=S)N(C)C2(C)C)cc1 (stereo not given)	-1%	-5%	0%
Cc1cc(C)c2sc(NNC(=O)c3ccc(S(=O)(=O)N4CCc5ccccc5C4)cc3)nc2c1	-3%	11%	4%
Cc1ccc(C(=O)N/C(=C/c2ccc(C(C)C)cc2)C(=O)NCCCN2CCOCC2)cc1	-11%	2%	1%
COc1ccc(CNC(=O)/C=C/c2ccccc2[N+](=O)[O-])cc1	-5%	2%	-1%
Cc1cccc(-c2nnn(CC/C(N)=N/O)n2)c1	-11%	2%	-2%
COc1ccc(OC)c(NC(=O)CCNC(=O)Cn2ccc3ccccc3c2=O)c1	0%	0%	1%
O=C1NCC(c2ccccc2)C1C(=O)N/N=C\c1ccc(-c2ccc(Cl)c(Cl)c2)o1 (stereo not given)	.	8%	-20%
O=C(c1ccccc1)N1CCN(CCc2ccccc2)CC1	-3%	.	-18%
O=C1CCCC2=C1C(c1cccs1)n1nc(SCc3ccc(C(=O)O)cc3)nc1N2 (stereo not given)	10%	.	-9%
c1ccc(-c2cc(-c3nnc4n3N=C(c3ccc5ccccc5c3)CS4)[nH]n2)cc1	12%	0%	4%
Cc1sc(NC(=S)NC(=O)c2ccco2)c(C#N)c1C	-5%	0%	-1%
CCOC(=O)c1cc2c(=O)n3ccccc3nc2n(CC2CCCO2)c1=NC(=O)/C=C/c1ccccc1 (stereo not given)	?	0%	-12%
CN(C(=O)CSc1nnn(C)n1)c1ccccc1	-5%	2%	-17%
Nc1ccc(-c2nnc(-c3ccccc3)o2)cc1	17%	3%	15%
CCOc1ccccc1-n1c(SCC(=O)Nc2nccs2)nnc1-c1ccoc1C	7%	2%	-6%
COc1cc(S(=O)(=O)N2CCOCC2)ccc1F	5%	4%	8%
COc1ccccc1CNC(=O)Cc1ccccc1	-15%	.	8%
Nc1nc2n(n1)C(=O)CC(c1ccccc1)N2 (stereo not given)	0%	4%	2%
Cc1cc(=O)oc2n[nH]c(-c3ccccc3)c12	4%	2%	-3%
CCCNC(=O)c1cc(-c2ccc(Br)cc2)on1	2%	2%	1%
Cc1ccc(/C=C/C(=O)NCCCn2ccnc2)cc1	-9%	-3%	1%
COC(=O)C/C=C/[C@@H](C)[C@@H](/C=N/O[C@H](C)c1cn([C@@H]2COC[C@H]2O)nn1)NS(=O)(=O)c1ccc(C)cc1	-11%	3%	.
CNc1c([N+](=O)[O-])cnn1-c1ccc(C)cc1	-9%	1%	-6%
COc1ccc(OCC(O)CNC(=O)Nc2cc(C)cc(C)c2)cc1 (stereo not given)	0%	0%	-6%
COc1ccccc1Cn1c(=S)[nH]c2cc(C(=O)N3CCN(C)CC3)ccc2c1=O	2%	7%	-12%
CC(C)c1ccc(CN(C(=O)c2ccco2)C2CCS(=O)(=O)C2)cc1 (stereo not given)	-8%	-6%	2%
COc1ccccc1NC(=O)c1c(C)cc(C)nc1SCC(=O)Nc1ccc(C)cc1	.	1%	-4%
O=C(O)c1ccc(NS(=O)(=O)c2ccc(Cl)c(C(=O)Nc3ccccc3)c2)cc1	-20%	6%[12.3 µM]	-9%&8%
O=C(Cn1cc(S(=O)(=O)c2ccccc2)c(=O)c2cc3c(cc21)OCO3)Nc1ccccc1	.	1%	10%
CCOc1ccc2[nH]c(=O)c(C(c3nnnn3Cc3ccco3)N3CCN(C)CC3)cc2c1 (stereo not given)	-5%	3%	1%
CCOC(=O)C1CCN(S(=O)(=O)c2ccc(NC(=O)c3ccco3)cc2)CC1	0%	1%[56.1 µM]	-1%
Cc1cc(C)cc(OCC(=O)Nc2ccc3c4c(cccc24)CC3)c1	9%	-4%	0%
CCN(CC)C(=O)CSc1nc2ccccc2c(=O)n1CC1CCCCC1	-2%	4%	3%
COc1ccc(C2OC(=O)CC2C(=O)NCc2ccc(Cl)cc2)cc1OC (stereo not given)	-2%	-2%	-7%
CCN(CC(=O)NC1CCS(=O)(=O)C1)S(=O)(=O)c1ccc2ccccc2c1 (stereo not given)	-5%	4%	0%
Cc1cccc(C(C(=O)NC2CCCCC2)N(C(=O)c2csnn2)C2CC2)c1 (stereo not given)	-3%	0%	-1%
CCCC(=O)Nc1nc2ccc3nc(C)sc3c2s1	0%	2%	-12%
FC(F)(F)C(Oc1nc(Nc2ccc(Cl)cc2)nc(N2CCOCC2)n1)C(F)(F)F	16%	0%	6%
Cc1ccccc1S(=O)(=O)Cc1ccc(C(=O)N2CCN(C3CCCCC3)CC2)o1	1%	-3%	-9%
COC(=O)CCCC1=CC2=CC(=O)C(C)(OC(=O)c3cccs3)C(=O)C2=CN1C1CCCCC1 (stereo not given)	-11%[12.8 µM]	5%[21 µM]	3%
CCOc1ccc(/C(O)=C2/C(=O)C(=O)N(c3nc(C)c(C)s3)C2c2ccco2)cc1 (stereo not given)	-16%	1%	11%
CCOC(=O)C1=C(CSc2nc(C)cc(C)c2C#N)OC(N)=C(C#N)C1c1cccs1 (stereo not given)	-13%	0%	-3%
Cc1nnc(Sc2cc(NCCCO)c([N+](=O)[O-])c3nonc23)s1	-12%	-5%	45µM*
CCOc1ccc(-c2cn(-c3ccccc3OC)c(=S)[nH]2)cc1	-2%	.	-18%
COc1ccccc1NS(=O)(=O)c1cccc(N2CC(O)=C(c3ccccc3)C2=N)c1	4%	-1%	8%
NS(=O)(=O)c1cc(C(=O)O)cc(N2CCCC2)c1Oc1ccccc1	-5%	10%[21 µM]	-7%
COc1ccc(C(=O)N2CCN(c3ncnc4c(-c5ccccc5)nsc34)CC2)cc1	1%	0%	-1%
Cc1cc(C(=O)OCC(=O)NC(C)c2ccccc2)c(C)o1 (stereo not given)	-6%	1%	17%
Cc1ccccc1CN1CCN(Cc2cc(=O)c3ccccc3[nH]2)CC1CCO (stereo not given)	2%	.	-9%
O=C(NNC(=S)NC(=O)c1ccc(F)cc1)c1cccnc1	-19%	0%	1%

Going on with the list:
Molecule	N370S GC	TDP1 block	FEN1 inhibitor
Cc1cccc(C(C)C)c1NC(=O)c1ccc(COc2ccc3c(C)cc(=O)oc3c2)cc1	27%	-3%	-2%
CCCc1cc(=O)oc2cc(OCc3ccc(C(=O)O)o3)ccc12	0%	.	-1%
CCOC(=O)C1CCN(C(=O)c2cc(S(=O)(=O)N3CCCCC3)ccc2C)CC1	-11%	8%	38%[activator]
COc1ccc(C2C(Oc3ccccc3)C(=O)N2c2cc(C)ccc2C)cc1OC (stereo not given)	12%	0%	-5%
CC(=O)c1sc(NC(=O)C2CC(=O)N(Cc3ccccc3)C2)nc1-c1ccccc1 (stereo not given)	-24%	5%	-2%
COc1cc(C2CC(=O)Oc3c(C(CCN4CCOCC4)c4ccc(N(C)C)cc4)c(OC)cc(OC)c32)cc(OC)c1OC (stereo not given)	-4%&-30%	24%&9%	-14%&-21%
COc1ccc(S(=O)(=O)N(CC(=O)N2CCOCC2)Cc2ccccc2)cc1	1%	4%	-13%
COc1ccccc1N1CCN(CCN2C(=O)CC3(CCCC3)CC2=O)CC1	-2%&0%&5%	11%[56.1 µM]	?
Nn1c(COc2ccc(Cl)cc2)nc2ccccc2c1=O	-3%	-1%	0%
C=CCNC(=O)c1snnc1-c1ccccc1	.	-1%	8%
COc1cc(OC)cc(-c2sc3ccc(OC)cc3c2-c2ccc(O)cc2)c1	.	0%	-34%
CCCCOc1ccc(-c2nc(=S)[nH][nH]2)cc1	-11%	1%	2%
CCOc1ccc(NC(=O)c2ccc3c(c2)nnn3C2CCCC2)cc1	.	-3%	-5%
CCOC(=O)C1=C(c2ccccc2)N(C)C(=O)NC1c1ccc(O)c(OC)c1 (stereo not given)	3%	1%	0%
CC1CCN(S(=O)(=O)c2ccc(S(=O)(=O)N3CCC4(CC3)OCCO4)cc2)CC1	3%	-14%	1%
COc1ccc(C(C(=O)NC2CCCCC2)N(Cc2cccnc2)C(=O)c2snc(C(N)=O)c2N)cc1 (stereo not given)	18%	1%	-2%

Arranged by molar mass (highest first): 4 of the compounds above.
Molecule	N370S GC	TDP1 block	FEN1 inhibitor
CC1CCN(S(=O)(=O)c2ccc(S(=O)(=O)N3CCC4(CC3)OCCO4)cc2)CC1	3%	-14%	1%
CCOC(=O)C1=C(c2ccccc2)N(C)C(=O)NC1c1ccc(O)c(OC)c1 (stereo not given)	3%	1%	0%
Nn1c(COc2ccc(Cl)cc2)nc2ccccc2c1=O	-3%	-1%	0%
CCCCOc1ccc(-c2nc(=S)[nH][nH]2)cc1	-11%	1%	2%

More results follow.
Molecule	N370S GC	TDP1 block	FEN1 inhibitor
COc1cccc(-n2c(Cc3cc(=O)[nH]c(=O)[nH]3)nnc2SCC(=O)NC2CCCC2)c1	3%	-2%	0%
CC(=O)Nc1cc2c(cc1C(=O)C(C)C)OCCO2	8%	-2%	1%
CCOC(=O)c1[nH]c2cc(OC)c(OC)cc2c1N	0%	0%	11%
O=C1C(=O)N(CCCn2ccnc2)C(c2cccnc2)/C1=C(/O)c1ccc(F)cc1 (stereo not given)	1%[2.35 µM]	2%	-8%
COc1ccc(C2N(c3ccccn3)C(=O)C3CCCN32)c(OC)c1 (stereo not given)	5%	1%	-12%
C[C@H]1[C@@H](O)[C@@H](C)\C=C/C=C\C=C/C=C\C=C/C=C\C=C/[C@@H](O[C@H]2O[C@@H](C)[C@@H](O)[C@@H](N)[C@@H]2O)C[C@@H]2O[C@](O)(C[C@@H](O)C[C@@H](O)[C@@H](O)CC[C@@H](O)C[C@@H](O)CC(=O)O[C@H]1C)C[C@@H](O)[C@H]2C(=O)O (stereo in doubt)	14%[21.6 µM]	6%[21 µM]	.
O=C(Cn1cc(S(=O)(=O)N2CCCC2)c(S(=O)(=O)N2CCCC2)c1)Nc1cccc(F)c1	.	3%	2%
Cc1ccc(NC(=O)N(Cc2cccs2)Cc2cc3cc4c(cc3[nH]c2=O)OCO4)cc1	7%	1%	.
Cc1cc(NC(=O)C2CCCN(S(=O)(=O)c3c(C)noc3C)C2)n[nH]1 (stereo not given)	1%	3%	18%
COc1cc2cc(CCCOC(=O)c3ccc(C#N)cc3)oc(=O)c2cc1OC	.	1%	9%
CCOc1ccc(-n2c(SCc3nc(-c4ccc(C)cc4)no3)nnc2-c2ccncc2)cc1	8%	8%	-9%
CCOc1cc(/C=C2\COc3ccccc3C2=O)ccc1OCC(=O)N(C)C	0%	3%	-2%
CCOC(=O)NC(=O)c1cn(Nc2ncc(C(F)(F)F)cc2Cl)c(=O)[nH]c1=O	-3%	.	-3%
O=C(Cn1c(=O)oc2ccc(Cl)cc21)Nc1ccon1	-6%	1%	-3%
CC[C@H](C)[C@H](NC(=O)[C@H](Cc1ccc(O)cc1)NC(=O)[C@@H](NC(=O)[C@H](CCCN=C(N)N)NC(=O)[C@@H](N)CC(=O)O)C(C)C)C(=O)N[C@@H](Cc1cnc[nH]1)C(=O)N1CCC[C@H]1C(=O)O	-2%	10%	.
COC(=O)CC1C(=O)NCCN1C(=O)CSc1nnnn1-c1ccc(Cl)cc1 (stereo not given)	17%	8%	17%
CC12CCC(=O)N1C(C(=O)OCC(=O)Nc1ccc(C(F)(F)F)cc1)CS2 (stereo not given)	.	1%	5%
CC(=O)c1c(C)[nH]c(C(=O)OCC(=O)Nc2ccc(Cl)c(S(=O)(=O)N(C)C)c2)c1C	-17%	7%	?

Screening data (PubChem BioAssay)
